Screening data (PubChem)
SKN-1 inh: suppressors of acrylamide-induced Pgst-4::GFP reporter in worms, primary screen, SKN-1 inhibitor project, whole organism, uHTS, GFP/RFP fluorescence ratio, strain VP596. C. elegans VP596 Pgst-4::GFP/RFP ratio, 24 h. inhibition, % at 21.8 µM. 360,000 tested, 0.49% active;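 active = interference check ratio from 0.5 to 1.5 plus GFP to RFP signal ratio inhibition reaching or exceeding a fixed threshold, cut at about 30% in these data, passing the limit was not always enough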; also: some compounds called inactive have numbers as strong as hits
MsrA act: bovine MsrA enzyme activators, primary screen, biochemical, absorbance, HTS | AID 602163, 2012 | activation, % at 10.6 µM | 360,000 tested, 0.3% active | Methionine sulfoxide reductase A (Bos taurus) | purified bovine MsrA, absorbance read-out; in the data active = activation above about 7.5%;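 also: 0% = vehicle and 100% = reference activator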
CendR NRP1 mod: modulators of CendR peptide binding to NRP-1, primary screen, biochemical, fluorescence polarization, uHTS; 360,000 tested, 0.85% active; inhibition, % at 25 µM; Neuropilin-1 (Homo sapiens), O14786; FAM-RPARPAR peptide binding to NRP-1;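 active = inhibition or corrected inhibition above about 18%, plus a signal ratio from 0.5 to 1.5, limit read from the data, passing the limit was not always enough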; also: strong numbers were not always called active
MsrA inhibitor: bovine MsrA enzyme inhibitors, primary screen, biochemical, absorbance, HTS | purified bovine MsrA, absorbance read-out | inhibition, % at 15.5 µM | 360,000 tested, 0.75% active | AID 651718, 2012; in the data active = inhibition above about 4.5%;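 also: 0% = vehicle wells with enzyme and 100% = reference inhibitor wells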
MLLE-PAM2 inh: inhibitors of PABP1 MLLE–PAM2 peptide binding, primary screen, biochemical, fluorescence polarization, FITC-PAM2, GST-MLLE; Polyadenylate-binding protein 1 (Homo sapiens), P11940; inhibition, % at 20 µM; 360,000 tested, 0.36% active; AID 588489, 2011; in the data active = inhibition above about 35%, passing the limit was not always enough;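 also: plate controls were DMSO wells with GST-MLLE for no effect and wells lacking GST-MLLE protein for full effect; some results filed as inactive read as strong as hits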
FAS TE block: FAS thioesterase domain inhibitors, primary screen, biochemical, fluorescence intensity, uHTS; recombinant FAS-TE, OMFH fluorogenic substrate, fluorescence endpoint; inhibition, % at 15 µM; 360,000 tested, 0.67% active; AID 602261, 2012;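 active = compounds whose normalised, plate-corrected inhibition of enzyme fluorescence in the single-dose primary screen is 50% or more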;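 also: 0% = DMSO with enzyme and 100% = substrate without enzyme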
MT1-MMP act inh: blockers of MT1-MMP proenzyme processing, primary screen, HT1080 RFP-PRO-GFP cells, GFP/RFP fluorescence. AID 651647, 2012. GFP/RFP ratio fluorescence, overnight; percent of plate control window, DMSO zero. Matrix metalloproteinase-14 (Homo sapiens), P50281. 360,000 tested, 0.061% active. GFP/RFP ratio change, % at 20 µM;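 active = GFP/RFP ratio change of at least 30% with cell ATP level not reduced by more than half and red fluorescence within 50% of control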; also: strong numbers were not always called active
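Read-out: GFP/RFP fluorescence ratio; Test system: RFP-PRO-GFP reporter HT1080 cells; Compound dosing: single-point 20 µM compound, 1% DMSO; Times: overnight compound exposure at 37 °C.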
Tb MetRS inh: T. brucei MetRS inhibitors, primary screen, biochemical, luminescence; methionyl-tRNA synthetase (Trypanosoma brucei brucei); purified T. brucei MetRS, ATP depletion, Kinase-Glo luminescence; inhibition, % at 11.9 µM; 360,000 tested, 0.4% active;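 active = inhibition above a per-plate cutoff of the control wells' mean inhibition plus 3 SD, cut at about 5.5% in these data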;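 also: 0% = DMSO wells median and 100% = median of wells with control inhibitor compound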
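Assay system: T. brucei methionyl-tRNA synthetase, purified | Medium: HEPES buffer with MgCl2, KCl, DTT, spermine, BSA, pyrophosphatase | Compound: 11.9 µM single point | Incubation: 15 min enzyme-compound preincubation, 2 h reaction, 10 min detection, 25 °C | Measured by: Kinase-Glo luciferase luminescence reporting remaining unconsumed ATP | Measure: % inhibition normalized to control-well medians | Replication: Singlicate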
E coli Lon inh: inhibitors of E. coli Lon protease, primary screen, biochemical, fluorescence polarization. purified E. coli Lon protease. inhibition, % at 7.94 µM. 360,000 tested, 0.42% active; in the data active = inhibition above about 13%, passing the limit was not always enough;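 also: 0% = enzyme with probe and DMSO and 100% = no enzyme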
Target sequence (P0A9M0 whole entry, looked up): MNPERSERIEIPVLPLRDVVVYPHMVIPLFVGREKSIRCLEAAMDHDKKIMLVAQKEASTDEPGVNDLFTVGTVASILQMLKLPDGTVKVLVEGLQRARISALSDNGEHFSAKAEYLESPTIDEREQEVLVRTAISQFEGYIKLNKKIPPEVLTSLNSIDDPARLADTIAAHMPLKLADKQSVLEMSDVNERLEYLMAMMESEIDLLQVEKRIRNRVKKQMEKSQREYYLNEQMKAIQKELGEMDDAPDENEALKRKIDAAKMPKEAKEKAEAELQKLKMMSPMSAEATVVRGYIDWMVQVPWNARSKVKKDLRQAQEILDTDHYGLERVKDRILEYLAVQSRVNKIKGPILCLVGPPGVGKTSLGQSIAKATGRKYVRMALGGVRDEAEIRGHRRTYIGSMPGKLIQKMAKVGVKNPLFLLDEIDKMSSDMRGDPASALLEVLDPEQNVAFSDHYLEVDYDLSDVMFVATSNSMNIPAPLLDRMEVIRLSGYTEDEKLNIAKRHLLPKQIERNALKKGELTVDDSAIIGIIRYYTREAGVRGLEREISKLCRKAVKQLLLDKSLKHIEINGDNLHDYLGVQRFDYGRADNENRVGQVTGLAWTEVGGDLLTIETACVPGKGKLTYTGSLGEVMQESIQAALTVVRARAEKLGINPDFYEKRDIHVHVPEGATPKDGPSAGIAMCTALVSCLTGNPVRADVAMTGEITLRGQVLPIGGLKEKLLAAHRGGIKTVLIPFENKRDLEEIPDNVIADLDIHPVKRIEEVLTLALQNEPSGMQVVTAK
Starred values were filed as active, the others as inactive; nt = not tested or not shown.

SMILES	SKN-1 inh	MsrA act	CendR NRP1 mod	MsrA inhibitor	MLLE-PAM2 inh	FAS TE block	MT1-MMP act inh	Tb MetRS inh	E coli Lon inh
COc1cc(C(=O)NCCc2ccc(S(N)(=O)=O)cc2)cc(OC)c1OC	18	-3	-6	-0.1	10	-5	-1	-0.7	4
CC1(C)CC(=O)C=C(c2ccc(COC(=O)c3cc(F)cc(F)c3)cc2)C1=O	6	-1	-6	0.7	-6	40	0	-1.1	7
CC(=O)c1ccc(NC(=O)CCOc2cc(C)ccc2C)cc1	2	-3	6	-1.5	-12	4	-2	0.0	-1
O=C1CCCc2c1nc(-c1ccccc1F)n2O	10	-2	-6	0.2	-4	-8	1	-0.3	4
ClCc1csc(-c2ccc(Cl)cc2)n1	14	-1	-4	-0.3	9	6	-6	0.0	-1
COc1ccc(CCNC(=O)CCn2cccc2)cc1OC	21	-3	1	-1.3	4	-9	0	-1.1	-7
COc1ccc(C2NC(=S)NC(C)=C2C(=O)N2CCOCC2)cc1 (centres undefined)	4	-1	-12	-0.5	-89	-5	3	0.6	6
CC(CC(=O)Nc1nccs1)c1ccccc1 (centres undefined)	6	-2	4	-0.9	-5	0	2	-1.6	-12
CC(C)(C)C(=O)NCCCNc1ccc([N+](=O)[O-])cc1	12	-3	6	1.5	1	4	7	-0.1	-3
CN(CC(=O)Nc1ccc(F)c(F)c1F)C(=O)c1ccc(-n2cncn2)cc1	5	-4	-4	0.3	20	-2	0	-0.3	-2
CCCc1cc(-c2n[nH]c(C)c2-c2ccc(C(=O)OCC)o2)c(O)cc1O	20	1	-4	-0.4	-12	-16	7	-0.2	-1
CN(C)CC(NC(=O)c1cccc(S(=O)(=O)Nc2ccc3c(c2)OCO3)c1)c1ccccc1 (centres undefined)	-9	-5	-5	0.9	-16	-4	-1	-0.5	9
CC(C)C(c1nnnn1Cc1ccco1)N1CCC(C(N)=O)CC1 (centres undefined)	26	-2	-25	0.6	-4	-5	-7	-1.0	-11
O=C(COc1ccc(Cl)cc1)NCc1ccncc1	-6	-8	-1	-1.0	0	-2	0	-1.1	-5
C/C(=C\C(=O)c1ccccc1)Nc1ccc(N2CCOCC2)cc1	-9	1	-5	1.1	13	-1	15	0.6	-6
CCN(CC(=O)NCc1cccs1)C(=O)c1ccc(S(=O)(=O)Nc2ccccc2F)cc1	2	-2	-2	-0.1	-5	-4	-3	-0.5	4
CCN1C=C(Cc2ccc(OC)cc2)C2=C(C1)C(c1ccc(OC)cc1)C(C#N)=C(N)O2 (centres undefined)	30	-2	-40	0.9	-47	-1	0	-0.9	-20
CC1=C(C(=O)Nc2ccc(F)c(F)c2)C(c2cccs2)NC(=S)N1 (centres undefined)	7	-5	1	0.1	-151	-7	-6	0.3	7
O=C(NCCOc1ccccc1F)C1CCC(=O)N(CC2CCCCC2)C1 (centres undefined)	4	-10	10	-0.9	6	-2	5	-0.9	7
CCOC(=O)CC(c1ccc([N+](=O)[O-])cc1)n1c(C)ccc1C (centres undefined)	5	-4	14	1.3	13	18	-3	0.0	-1
O=C(NCC1CCCO1)c1ccc(Cl)c(F)c1F (centres undefined)	-8	-11	2	1.7	6	-17	3	-1.1	-1
CCCCn1nnnc1C1(C)CCC(=O)N1CCc1ccc(O)cc1 (centres undefined)	4	-5	4	1.1	nt	-8	4	-1.5	1
CCn1ccnc1CNC(=O)c1ccc(OC2CCN(C(=O)COC)CC2)cc1	-11	-8	-6	2.4	6	-2	2	-0.8	7
Cc1ccc(-n2ncc3c(NNC(=O)c4ccco4)ncnc32)c(C)c1	-10	-6	-7	1.2	-11	-1	5	-1.1	-5
CC(C)CC(=O)N1CC=CC[C@@H](c2ccc(Cl)cc2)N(Cc2ccc(Cl)cc2)C(=O)[C@@H]1Cc1ccccc1	7	-2	-2	1.3	-4	28	-15	-0.1	2
O=C(NC1CCS(=O)(=O)C1)OC1CCCCC1 (centres undefined)	-5	-3	-8	-0.5	-2	-5	7	-1.1	-12
COCCN1C(=O)/C(=C/c2ccc(N3CCCC3)cc2)SC1=S	49	-1	134	-0.5	-36	-81	-19	-0.2	-268
Cc1cccc(NC(=O)Cn2cnc3ccccc3c2=O)c1C	10	-4	3	-0.6	11	-5	1	-0.7	-7
O=C(Nc1cc([N+](=O)[O-])ccc1Cl)c1cccnc1	4	-3	6	1.2	-7	2	2	-0.3	-4
Cc1ccc(Nc2nnc(SCC(=O)Nc3ccccc3[N+](=O)[O-])s2)cc1	-2	-3	-13	-0.5	-5	4	3	0.9	-1
c1ccc(Nc2nc(-c3cccs3)cs2)nc1	72*	-3	0	-0.1	8	12	-4	-1.1	-2
COc1cccc(C2CC(c3ccc(C)cc3)n3nc(N)nc3N2)c1 (centres undefined)	-1	-8	-4	-1.1	14	-6	0	-0.5	2
O=C(NCCC1=CCCCC1)C1CCCN(c2nc3ccccc3o2)C1 (centres undefined)	9	-3	-3	-0.1	-1	0	3	0.2	-6
Cc1cc(C)cc(NC(=O)c2cccc(C(=O)Nc3cc(C)cc(C)c3)n2)c1	-7	-3	7	-0.7	-4	-3	-3	-0.3	-8
CC1CCN(C(=O)Cn2cc3c(n2)CCCC3)CC1	3	-1	1	-1.0	-3	-4	-1	0.1	0
C[C@@H]1NC(=O)N(CCCn2ccnc2)C1=O	-9	-4	4	-1.1	10	-4	1	-0.4	-6

Twelve entries from above, as a markdown table:
| Molecule | SKN-1 inh | MsrA act | CendR NRP1 mod | MsrA inhibitor | MLLE-PAM2 inh | FAS TE block | MT1-MMP act inh | Tb MetRS inh | E coli Lon inh |
| --- | --- | --- | --- | --- | --- | --- | --- | --- | --- |
| CCCCn1nnnc1C1(C)CCC(=O)N1CCc1ccc(O)cc1 (centres undefined) | 4 | -5 | 4 | 1.1 | nt | -8 | 4 | -1.5 | 1 |
| CCn1ccnc1CNC(=O)c1ccc(OC2CCN(C(=O)COC)CC2)cc1 | -11 | -8 | -6 | 2.4 | 6 | -2 | 2 | -0.8 | 7 |
| Cc1ccc(-n2ncc3c(NNC(=O)c4ccco4)ncnc32)c(C)c1 | -10 | -6 | -7 | 1.2 | -11 | -1 | 5 | -1.1 | -5 |
| CC(C)CC(=O)N1CC=CC[C@@H](c2ccc(Cl)cc2)N(Cc2ccc(Cl)cc2)C(=O)[C@@H]1Cc1ccccc1 | 7 | -2 | -2 | 1.3 | -4 | 28 | -15 | -0.1 | 2 |
| O=C(NC1CCS(=O)(=O)C1)OC1CCCCC1 (centres undefined) | -5 | -3 | -8 | -0.5 | -2 | -5 | 7 | -1.1 | -12 |
| COCCN1C(=O)/C(=C/c2ccc(N3CCCC3)cc2)SC1=S | 49 | -1 | 134 | -0.5 | -36 | -81 | -19 | -0.2 | -268 |
| Cc1cccc(NC(=O)Cn2cnc3ccccc3c2=O)c1C | 10 | -4 | 3 | -0.6 | 11 | -5 | 1 | -0.7 | -7 |
| O=C(Nc1cc([N+](=O)[O-])ccc1Cl)c1cccnc1 | 4 | -3 | 6 | 1.2 | -7 | 2 | 2 | -0.3 | -4 |
| Cc1ccc(Nc2nnc(SCC(=O)Nc3ccccc3[N+](=O)[O-])s2)cc1 | -2 | -3 | -13 | -0.5 | -5 | 4 | 3 | 0.9 | -1 |
| c1ccc(Nc2nc(-c3cccs3)cs2)nc1 | 72* | -3 | 0 | -0.1 | 8 | 12 | -4 | -1.1 | -2 |
| COc1cccc(C2CC(c3ccc(C)cc3)n3nc(N)nc3N2)c1 (centres undefined) | -1 | -8 | -4 | -1.1 | 14 | -6 | 0 | -0.5 | 2 |
| O=C(NCCC1=CCCCC1)C1CCCN(c2nc3ccccc3o2)C1 (centres undefined) | 9 | -3 | -3 | -0.1 | -1 | 0 | 3 | 0.2 | -6 |

(continued)
SMILES	SKN-1 inh	MsrA act	CendR NRP1 mod	MsrA inhibitor	MLLE-PAM2 inh	FAS TE block	MT1-MMP act inh	Tb MetRS inh	E coli Lon inh
N#Cc1c(SC(C(=O)O)c2ccccc2)nc2c(c1-c1cccs1)CCCC2 (centres undefined)	-6	-3	-22	2.0	11	4	-4	0.3	-44
CCN1C(=O)[C@H]2[C@@H](c3ccc(Cl)cc3)N3C(=O)CN(CC4CC4)C(=O)[C@@]3(Cc3ccccc3)[C@H]2C1=O	-3	-4	4	-0.6	8	-6	0	-0.4	-2
Cc1cc(C(=O)NCC(=O)OCC(=O)N(C(C)C)C(C)C)ccc1[N+](=O)[O-]	-1	-4	1	0.1	14	-6	7	-0.6	-12
COCCN=c1scc(-c2cccs2)n1/N=C/c1ccc(O)c(O)c1O	7	-5	-8	2.7	-1	10	-9	-0.2	8
O=C(CS(=O)(=O)c1cn(Cc2cccc(F)c2)c2ccccc12)N1CCCCC1	-7	0	0	-1.2	-6	-1	2	-0.9	-5
CCN(CC)CC#CCC(OC)(c1ccccc1)c1ccccc1	5	-9	-3	0.1	16	-7	2	-0.7	-9
O=C(COC(=O)c1cccc(S(=O)(=O)NCc2ccccc2)c1)NC1CC1	-8	-7	4	0.1	2	-8	3	-0.5	7
CCOC(=O)c1sc2nc3c(cc2c1N)COC(C)(C)C3	-10	-6	8	-1.1	7	-5	0	-0.4	-20
COc1ccc(S(=O)(=O)N2CCCCC2)cc1NC(=O)CN1CCN(C(C)=O)CC1	3	-1	0	-0.1	2	-8	3	0.3	-9
CCCc1[nH]nc2c1C(c1ccc(OC)c(Cn3nc(C)c(Br)c3C)c1)C(C#N)=C(N)O2 (centres undefined)	21	-1	-6	1.4	1	-4	4	-0.5	3
CCSc1oc(-c2ccco2)nc1S(=O)(=O)c1ccc(F)cc1	0	-2	12	2.1	-105	17	-7	-0.6	-10
COc1ccc(-c2csc(NC(=O)[C@H](C)N3C(=O)C4CC=CCC4C3=O)n2)cc1OC (some centres undefined)	8	-4	-7	-0.2	3	3	2	-0.3	-8
CCOc1ccc(CN2CCN(Cc3[nH]c4ccc(OC)cc4c3C)CC2CCO)cc1 (centres undefined)	11	-11	-4	1.2	-9	-2	4	-1.2	-4
CCC(c1nnnn1CCC(C)C)N1CCC(C(N)=O)CC1 (centres undefined)	-19	-2	-8	0.2	7	-3	-2	0.4	-6
O=C(Nc1ccc(S(=O)(=O)Nc2nccs2)cc1)c1ccc(F)c(S(=O)(=O)N2CCOCC2)c1	0	-2	-23	1.7	-54	-3	-1	0.0	-36
O=C(O)c1ccc(/C=N/N2CCN(Cc3ccccc3)CC2)cc1	9	-1	6	-1.5	18	-8	-4	0.1	4

No enrichment for hits; overall some 4% were active at least once.
